From PubChem BioAssay
GLP-1R agonist = GLP-1 receptor (human) agonism | P43220 | HEK293 GLP-1R CRE-luciferase, luminescence, 4-6 h; cells express a hypersensitive GLP-1R form | 0.007% of 380,000 active | Potency, µM (titrated, usually from 45.6 µM), without a hit: at the highest dose activation, most hits filed as activators | AID 624172; further: % of control where 0% means no effect
Target sequence (P43220 whole entry, looked up): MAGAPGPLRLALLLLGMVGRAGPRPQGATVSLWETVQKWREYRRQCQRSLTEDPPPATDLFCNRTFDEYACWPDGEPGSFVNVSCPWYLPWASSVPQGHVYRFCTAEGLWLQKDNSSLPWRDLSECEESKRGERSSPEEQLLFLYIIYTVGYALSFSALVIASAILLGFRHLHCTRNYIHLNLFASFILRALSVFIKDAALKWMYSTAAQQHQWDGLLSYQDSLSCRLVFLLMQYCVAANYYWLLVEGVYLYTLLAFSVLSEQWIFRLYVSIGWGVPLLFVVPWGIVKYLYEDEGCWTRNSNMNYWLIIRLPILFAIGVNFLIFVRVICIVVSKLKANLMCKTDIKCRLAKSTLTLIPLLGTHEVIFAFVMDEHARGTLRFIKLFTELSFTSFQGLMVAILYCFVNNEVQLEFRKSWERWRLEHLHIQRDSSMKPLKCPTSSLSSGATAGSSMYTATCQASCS
SW480 rereplic = DNA re-replication induction in SW480 cells | SW480 DNA re-replication, Hoechst DNA content imaging, 48 h | Potency, µM (highest dose often 46.1 µM), without a hit: top-dose re-replication activation, actives largely listed as activators | 1.8% of 340,000 active | AID 624297; further: % of control where 0% means no effect; nearly all actives have a fitted effect of over 55% in size
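Cells (250 per well) received 23 nL compound or DMSO by pin tool and were kept 48 hr at 37 C, 5% CO2. Nuclei were then stained with Hoechst for 40 min and scanned for DNA content.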
GLP1R inv ag = inverse agonists of human GLP-1 receptor; 1.6% of 410,000 active; AID 624417; HEK293 GLP-1R CRE-luciferase, luminescence, 24 h; GLP-1R form is constitutively active; Potency, µM (top dose mostly 38.3 µM), inactives show at the top dose activity change, negative = inhibition, actives largely listed as inhibitors; further: on the % scale 0 is the no-effect control and ±100 the full control effect; nearly all actives have a fitted effect of over 55% in size
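qHTS in 1536-well format: reporter HEK293 cells expressing constitutive GLP-1R activity in DMEM + 10% Nu serum, 24 hr with compounds at 37 deg C, luminescence read after 12 min with detection reagent.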
TDP-43 yeast inh = TDP-43 toxicity inhibition in yeast; TDP-43 expressing yeast growth rescue, BacTiter-Glo, 24 h; Potency, µM (highest dose often 46.1 µM), for the others: at the highest dose growth rescue (activation), usual class: activators; 1.8% of 410,000 active; AID 652104; further: % of control where 0% means no effect; nearly all actives have a fitted effect of over 50% in size
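Cell-based yeast growth screen: TDP-43 expression induced in galactose, inoculum OD600=0.02 after raffinose pregrowth to mid-log. Read-out BacTiter-Glo luminescence at 24 hr, 30 deg C; inhibition of toxicity seen as signal increase.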
HT1080-NT tox = kills 2HG-producing HT-1080-NT fibrosarcoma cells; HT-1080-NT fibrosarcoma viability, CellTiter-Glo ATP luminescence, 48 h; Potency, µM (titrated, usually from 46.1 µM), without a hit: top-dose activity, negative = less viability, actives largely listed as cytotoxic; 1.6% of 360,000 active; AID 686970;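 further: NT is the 2HG producing partner of a matched IDH1 knockdown line; 0% = DMSO-treated cells and -100% = media-only wells without cells; nearly all actives have a fitted effect of over 55% in size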
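Luminescent CellTiter-Glo readout after 48 hours of compound exposure at 37 degrees C defined viability of HT-1080-NT cells. Activity was normalized to DMSO wells and cell-free media wells; concentration-response curves were fitted and assigned curve classes.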
KB-V1 MDR tox = KB-V1 MDR subline cytotoxicity. KB-V1 MDR cells viability, CellTiter-Glo, 72 h. Potency, µM (titrated, usually from 46.1 µM), for the others: at the highest dose activity change, negative = cytotoxicity, actives largely listed as cytotoxic. 3.4% of 400,000 active; further: on the % scale 0 is the no-effect control and ±100 the full control effect; nearly all actives have a fitted effect of over 60% in size
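Cells of the MDR subline KB-V1 are plated, dosed with compound at multiple concentrations, and incubated 72 h at 37 degrees C; CellTiter-Glo is then added and luminescence read after 10 min.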
KB-3-1 tox = KB-3-1 parental cell cytotoxicity | Potency, µM (titrated, usually from 46.1 µM), for inactives: at the highest dose activity change, negative = cytotoxic, most hits filed as cytotoxic | KB-3-1 viability, CellTiter-Glo ATP luminescence, 72 h | 1.4% of 400,000 active; further: on the % scale 0 is the no-effect control and ±100 the full control effect; nearly all actives have a fitted effect of over 60% in size
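Parental KB-3-1 viability, qHTS format: 72 h compound exposure, 37 °C; CellTiter-Glo; media-only wells and DMSO plates as controls; concentration-effect fits on corrected data.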
HEK293 tox = cytotoxicity in counter-screen for GLP-1R inverse agonists | Potency, µM (top dose mostly 38.3 µM), inactives show top-dose activity change, negative = inhibition, most hits filed as inhibitors | HEK293 cAMP-luciferase reporter cells, luminescence, 24 h | 0.13% of 410,000 active;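 further: loss of luciferase light is scored as toxicity; on the % scale 0 is the no-effect control and ±100 the full control effect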
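1536-well qHTS counterscreen of the MLSMR; 200 cells/uL, 12 h pre-incubation, 23 nL cpd, 24 h at 37 deg C 5% CO2, luciferase detection reagent, 12 min RT, luminescence. Inhibition = undesired.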
HT1080 IDH1KD tx = toxicity to HT-1080 IDH1 knockdown cells (counter line); HT-1080 IDH1 knockdown viability, ATP luminescence, 48 h; Potency, µM (top dose mostly 46.1 µM), for the others: top-dose activity, negative = toxicity, most hits filed as cytotoxic; 2% of 360,000 active; AID 686971;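 further: 0% = DMSO wells and -100% = cell-free medium wells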
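Luminescent ATP read-out (CellTiter-Glo, 10 min at room temperature) after 48 h compound exposure at 37 °C gave viability of IDH1-knockdown HT-1080 cells. Activity was normalised to DMSO and cell-free wells, then fitted as concentration-response curves.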
An asterisk follows results filed as active; ? = inconclusive; . = not tested or not shown; [ ] = remark or other dose. The call rests on the fitted dose curve; in most records, active means well fitted curve in the direction sought with a large enough effect; inconclusive means small, poorly fitted or top-dose-only effect, or another doubt; inactive means no such curve, though single readings can be large; an effect the other way counts as inactive or inconclusive. Potency means the concentration at half of the fitted maximal effect.

SMILES | GLP-1R agonist | SW480 rereplic | GLP1R inv ag | TDP-43 yeast inh | HT1080-NT tox | KB-V1 MDR tox | KB-3-1 tox | HEK293 tox | HT1080 IDH1KD tx
Cc1ccc(C)c(Oc2cc(NN3CCCCC3)c([N+](=O)[O-])cc2[N+](=O)[O-])c1 | 0% | 1% | 13% | 4% | 14% | -6% | 12% | 0% | 12%
O=Cc1cnc(N2CCN(Cc3ccccc3)CC2)s1 | 16% | 2% | -30% | -11%[1.82 µM] | -19% | ? | 2% | -11% | -8%
COCOCCn1cc(CN2CCS(=O)(=O)N(Cc3ccc(-c4cccc(N(C)C)c4)cc3)C(C(C)C)C2=O)nn1 (stereo not given) | 14% | . | ? | 10% | -25% | 0% | -10% | -5% | -21%
COC(=O)C(CCC(=O)CN1C(=O)c2ccccc2C1=O)N1C(=O)c2ccccc2C1=O (stereo not given) | 0% | . | 18% | 20% | 3% | 20% | -4% | 2% | 9%
CCOC1(c2ccccc2)OC(=O)c2ccccc21 (stereo not given) | 1% | 3% | 4% | 4% | 12% | 11% | 5% | 20% | 18%
Cc1cc(Cl)c2oc(C(=O)N(C)CCCCN3CCOCC3)c(C)c2c1 | ? | -2% | ? | -18% | ? | -8% | 19% | -3% | ?
Cc1cc(C)c(NC(=O)c2cc(S(=O)(=O)NCCC3=CCCCC3)ccc2F)c(C)c1 | . | . | 6% | 11% | . | -27% | -6% | 5% | .
O=C(Nc1cccc(F)c1)N1CC=C(n2c(=O)[nH]c3ccccc32)CC1 | -6% | -7% | -30% | 1% | -8% | 10% | 14% | -9% | -1%
CC(C)Cn1c(=S)[nH]c2ccccc2c1=O | 6% | -14% | -35% | 29% | 3% | ? | 8% | -8% | 3%
CCOC(=O)c1cc(-c2ccc(OC)cc2)n(CCC(=O)NCCN2CCC(C)CC2)c1C | 5% | ? | ? | 12% | -15% | 0% | -2% | 1% | -17%
COc1ccc(-c2cc(C(=O)Nc3ccc(S(=O)(=O)Nc4onc(C)c4C)cc3)c3ccccc3n2)cc1OC | 9% | -1% | -19% | 17% | -3% | 6% | 0% | -8% | 6%
COc1ccc(NC(=O)c2ccco2)c2ccccc12 | -2% | -7% | 14% | ? | -2% | -5% | 5% | ? | -2%
Cc1cccc(NC(=O)C(C)SCc2ccccc2)c1 (stereo not given) | -4% | -17% | ? | 8% | -16% | 14% | 20% | -27% | 0%
CCOC(=O)C1CCCN(S(=O)(=O)c2cc3c4c(c2)CCN4C(=O)CC3)C1 (stereo not given) | 7% | -4% | 13% | -5% | -1% | -12% | -6% | -1% | 5%
CC(C)OC(=O)c1cc(Cl)c(=O)n(Cc2ccc(Cl)cc2Cl)c1 | 21% | 9% | ? | 25µM* | -17% | -12% | -1% | -7% | 0%
COc1ccc(Nc2nnc(SC(C)C(=O)NC3CC3)s2)cc1 (stereo not given) | 17% | -19% | 5% | -4% | 3% | ? | 1% | 3% | -8%
COc1ccc(-c2cc(C(F)(F)F)nc(SCC(=O)Nc3sc4c(c3C#N)CCC4)n2)cc1 | -7% | 2% | 0% | -16% | 17% | ? | 9% | -20% | -2%
COc1ccc(CCNC(=O)CCS(=O)(=O)c2ccc(Br)cc2)cc1OC | -6% | 6% | 3% | 10% | 19% | 1% | -4% | 18% | 19%
COc1ccc(-c2c(C)n([O-])c3c([n+]2=O)CCCCC3)cc1 | -2% | -1% | 0% | 12% | 19% | 18% | 14% | -6% | 16%
Cc1ccc(C(O)c2ncc(-c3ccc(Cl)cc3)[nH]2)cc1F (stereo not given) | -3% | . | ? | 19% | -26% | 1% | 0% | -6% | ?

Structures listed so far with a Cl atom:
SMILES | GLP-1R agonist | SW480 rereplic | GLP1R inv ag | TDP-43 yeast inh | HT1080-NT tox | KB-V1 MDR tox | KB-3-1 tox | HEK293 tox | HT1080 IDH1KD tx
Cc1cc(Cl)c2oc(C(=O)N(C)CCCCN3CCOCC3)c(C)c2c1 | ? | -2% | ? | -18% | ? | -8% | 19% | -3% | ?
CC(C)OC(=O)c1cc(Cl)c(=O)n(Cc2ccc(Cl)cc2Cl)c1 | 21% | 9% | ? | 25µM* | -17% | -12% | -1% | -7% | 0%
Cc1ccc(C(O)c2ncc(-c3ccc(Cl)cc3)[nH]2)cc1F (stereo not given) | -3% | . | ? | 19% | -26% | 1% | 0% | -6% | ?

Further compounds.
SMILES | GLP-1R agonist | SW480 rereplic | GLP1R inv ag | TDP-43 yeast inh | HT1080-NT tox | KB-V1 MDR tox | KB-3-1 tox | HEK293 tox | HT1080 IDH1KD tx
Cc1cc(C)cc(N(CC(=O)NCC2CCCO2)C(=O)CCC(=O)Nc2cc(C)on2)c1 (stereo not given) | 7% | 1% | 0% | -7% | 5% | 19% | 1% | 18% | 6%
O=C(NC(=S)Nc1ccc(CN2CCOCC2)cc1)c1ccc([N+](=O)[O-])cc1 | -1% | -21% | -19% | 22% | -4% | 0% | 0% | -8% | 0%
O=C(Nc1ccccc1F)c1ccc(C(=O)c2ccccc2)cc1 | 0% | -10% | -10% | 7% | 5% | ? | -3% | -1% | 16%
COc1cccc(N2CCN(C(=O)c3cc4ccc(OC)cc4[nH]3)CC2)c1 | -3% | -3% | 0% | 18% | -2% | -16% | -19% | 4% | 0%
Cc1ccc(C)c(N2CCN(c3ccc4cc(S(=O)(=O)N5CCCCC5)ccc4n3)CC2)c1 | -1% | -19% | 5% | -3% | -5% | -13% | -22% | 3% | 13%
COc1cc(NC(=O)NCc2ccncc2)cc(OC)c1OC | -1% | -4% | -12% | -9% | 15% | 3% | 1% | 5% | 11%
O=C(Nc1nnc(Cc2ccc([N+](=O)[O-])cc2)s1)Nc1ccccc1F | 0% | -17% | 2% | -1% | 9% | -3% | 19% | -14% | 2%
O=c1nc(Nc2ccc(Br)cc2)sc2ccc([N+](=O)[O-])cc12 | 0% | -14% | 3% | 9% | -18% | 3% | -9% | -6% | -4%
CCc1ccc(NC(=O)Cn2nc(C(F)(F)F)c3c2CCCC3)cc1 | . | . | ? | 19% | . | 7% | 1% | -2% | .
C/C(=N\NS(=O)(=O)c1ccc(Br)cc1)c1ccc(-n2ccnc2)cc1 | -2% | -23% | 22% | 6% | 2% | 23% | 6% | 3% | 0%

Shown with two lines to a compound: 5 of the compounds above.
Value order: GLP-1R agonist | SW480 rereplic | GLP1R inv ag | TDP-43 yeast inh | HT1080-NT tox | KB-V1 MDR tox | KB-3-1 tox | HEK293 tox | HT1080 IDH1KD tx
- O=C(Nc1nnc(Cc2ccc([N+](=O)[O-])cc2)s1)Nc1ccccc1F
  0% | -17% | 2% | -1% | 9% | -3% | 19% | -14% | 2%
- Cc1ccc(C)c(N2CCN(c3ccc4cc(S(=O)(=O)N5CCCCC5)ccc4n3)CC2)c1
  -1% | -19% | 5% | -3% | -5% | -13% | -22% | 3% | 13%
- COc1cccc(N2CCN(C(=O)c3cc4ccc(OC)cc4[nH]3)CC2)c1
  -3% | -3% | 0% | 18% | -2% | -16% | -19% | 4% | 0%
- O=C(NC(=S)Nc1ccc(CN2CCOCC2)cc1)c1ccc([N+](=O)[O-])cc1
  -1% | -21% | -19% | 22% | -4% | 0% | 0% | -8% | 0%
- CCc1ccc(NC(=O)Cn2nc(C(F)(F)F)c3c2CCCC3)cc1
  . | . | ? | 19% | . | 7% | 1% | -2% | .

Continuation.
SMILES | GLP-1R agonist | SW480 rereplic | GLP1R inv ag | TDP-43 yeast inh | HT1080-NT tox | KB-V1 MDR tox | KB-3-1 tox | HEK293 tox | HT1080 IDH1KD tx
CS(=O)(=O)c1ccc2nc(NC(=O)C3CCCO3)sc2c1 (stereo not given) | 0% | -1% | 22%[7.66 µM] | -13% | 8% | -5% | 4% | 5%[7.66 µM] | 13%
CCOc1ccccc1C(=O)NCC(=O)NCCCSc1ccccc1 | 9% | 2% | -2% | 25% | 12% | -12% | 10% | 2% | 9%
CCC(C)(C)NC(=O)Cc1ccc(OC)c(OC)c1 | 2% | 1% | 5% | 10% | -1% | -2% | -1% | 0% | 2%
O=C(CSc1nc2ccccc2[nH]1)N1CCN(c2ccccc2)CC1 | -9% | -3% | 3% | ? | 5% | 16µM* | 1% | 3% | 5%
O=C(CSC1=Nc2ccccc2C2CC=NN12)Nc1ccc(F)c(F)c1F (stereo not given) | 10% | 5% | 14% | 26% | -5% | 13% | 16% | 3% | -11%
COc1ccc(-c2nc3cc(NC(=O)COc4ccc(F)cc4)ccc3o2)cc1 | . | . | 5% | 26% | . | -8% | -16% | -2% | .
COc1cc(OC)cc(-c2c(Sc3ccccc3)c3cc(-c4ccc(OC)c(OC)c4)ccc3n2C)c1 | -2% | . | -7% | 23% | 1% | 23% | ? | -1% | 1%
O=S(=O)(CCc1ccccc1)N1CCOCC1 | -5% | 0% | 6% | 13% | 0% | 0% | 13% | 12% | 3%
Cc1ccc(O)c(NC(=O)c2cc3nc4c(c(C(F)(F)F)n3n2)CCc2ccccc2-4)c1 | -13% | -1%[9.22 µM] | -18% | 3% | 27% | -14% | -12% | 2% | 16%
O=C(N/N=C/c1c(Cl)[nH]c2ccccc12)c1sc2ccccc2c1Cl | -2% | ? | ? | 23% | ? | -16% | -1% | -28% | ?
O=C(NO)c1ccc(C(=O)N(C2CCCCC2)C2CCCCC2)cc1 | -12% | ? | -17% | ? | ? | 0% | ? | -24% | ?
COCCNC(=S)N1CCN(c2nc(-c3ccccc3)cs2)CC1 | -3% | -10% | -17% | 29% | ? | -14% | -27% | -4% | -6%
COc1ccc(CCNC(=O)CSc2nccc(=O)[nH]2)cc1OC | 5% | -8% | -9% | -25% | 4% | 10% | 8% | -3% | 7%
Cc1ccc(-n2nnnc2SCC(=O)NCC2(N3CCOCC3)CCCCC2)c(C)c1 | -2% | -4% | ? | 9% | 4% | 21µM* | -21% | -10% | -3%
